# Screening results as filed in PubChem.
# SENP6 inh = SENP6 protease inhibitors, primary screen, biochemical, luminescence, uHTS; inhibition, % at 10 µM; Recombinant SENP6 catalytic domain, aminoluciferin luminescence; AID 2599, 2010; 330,000 compounds, 1.8% hits; Sentrin-specific protease 6 (Homo sapiens), Q9GZR1;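 active = inhibition above about 50% at the single tested dose, limit read from the data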;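 also: plate controls were DMSO wells with enzyme for no effect and DMSO wells lacking enzyme for full effect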
# SENP1 FRET inh = human SENP1 catalytic domain inhibitors, primary screen, biochemical, FRET, uHTS; 360,000 compounds, 0.21% hits; Sentrin-specific protease 1 (Homo sapiens), Q9P0U3; inhibition, % at 10 µM; recombinant SENP1 catalytic domain, CyPet-SUMO1-YPet FRET cleavage;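 active = inhibition at least 30% at 10 µM, raw YFP signal under a set limit, fluorescence ratio 0.5 to 1.5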;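 also: 0% = enzyme with DMSO and 100% = no enzyme wells; some results filed as inactive read as strong as hits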
# Target sequence (Q9P0U3 419-644 limits assumed): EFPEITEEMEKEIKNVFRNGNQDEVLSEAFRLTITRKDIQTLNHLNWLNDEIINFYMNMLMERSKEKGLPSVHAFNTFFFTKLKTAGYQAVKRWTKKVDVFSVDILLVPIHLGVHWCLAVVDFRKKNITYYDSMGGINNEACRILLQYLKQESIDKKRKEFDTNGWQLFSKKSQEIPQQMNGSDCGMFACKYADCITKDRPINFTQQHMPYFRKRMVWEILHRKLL
#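 Test system: human SENP1 catalytic domain; medium: Tris pH 8 buffer plus EDTA, NaCl, BME, BSA, NP40, catalase; incubation: 50 min reaction at room temperature; technique: FRET, CFP and YFP emission; controls: no-enzyme low control and enzyme-plus-DMSO high control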
# SENP7 inh = SENP7 protease inhibitors, primary screen, biochemical, luminescence, uHTS; AID 434973, 2010; Sentrin-specific protease 7 (Homo sapiens), Q9BQF6; inhibition, % at 5 µM; recombinant SENP7, Z-RLRGG-aminoluciferin luminescence, 40 min; 330,000 compounds, 1.5% hits;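 active = inhibition above about 50% at the single test dose, limit read from the data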;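 also: plate controls were DMSO with enzyme for no effect and no enzyme buffer wells for full effect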
# Target sequence (Q9BQF6 706-1050 limits assumed): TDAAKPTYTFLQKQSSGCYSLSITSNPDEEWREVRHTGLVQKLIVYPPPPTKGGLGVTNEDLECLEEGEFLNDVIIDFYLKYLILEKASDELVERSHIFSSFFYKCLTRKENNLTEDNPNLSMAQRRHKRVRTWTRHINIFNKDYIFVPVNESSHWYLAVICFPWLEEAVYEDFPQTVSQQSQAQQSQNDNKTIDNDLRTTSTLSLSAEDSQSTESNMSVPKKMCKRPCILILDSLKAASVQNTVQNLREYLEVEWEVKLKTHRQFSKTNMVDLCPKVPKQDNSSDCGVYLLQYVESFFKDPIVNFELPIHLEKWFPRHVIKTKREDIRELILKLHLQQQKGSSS
# UBC13 polyUb = UBC13 polyubiquitin chain formation inhibitors, primary screen, biochemical, TR-FRET, uHTS | 330,000 compounds, 0.47% hits | inhibition, % at 20 µM | AID 485273, 2010; in the data active = inhibition above about 45%, passing the limit was not always enough
# Target sequence (P61088 whole entry, looked up): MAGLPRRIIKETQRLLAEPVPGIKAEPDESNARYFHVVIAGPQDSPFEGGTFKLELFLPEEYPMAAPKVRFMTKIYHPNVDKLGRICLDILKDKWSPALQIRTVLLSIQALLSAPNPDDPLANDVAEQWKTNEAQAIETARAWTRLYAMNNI
# SENP8 block-1 = SENP8 protease inhibitors, primary screen, biochemical, luminescence. Sentrin-specific protease 8 (Homo sapiens), Q96LD8. purified SENP8, Z-RLRGG-aminoluciferin cleavage. inhibition, % at 10 µM. 330,000 compounds, 1.2% hits. AID 2540, 2010; in the data active = inhibition above about 50%
# Target sequence (Q96LD8 whole entry, looked up): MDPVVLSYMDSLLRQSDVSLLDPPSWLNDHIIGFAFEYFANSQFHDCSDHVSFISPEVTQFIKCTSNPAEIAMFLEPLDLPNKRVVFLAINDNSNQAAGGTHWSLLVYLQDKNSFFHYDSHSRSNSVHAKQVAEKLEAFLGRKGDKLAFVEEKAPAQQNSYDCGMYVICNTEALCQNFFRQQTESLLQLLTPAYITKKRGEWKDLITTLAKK
# SENP8 block-2 = human SENP8 protease inhibitors, primary screen, biochemical, fluorescence, Nedd8 protein substrate, uHTS. Sentrin-specific protease 8 (Homo sapiens), Q96LD8. recombinant SENP8. inhibition, % at 20 µM. 360,000 compounds, 0.64% hits. AID 602440, 2012; in the data active = inhibition mostly above about 40%, no sharp cut-off; inactive = mostly below about 27%
# PfG6PD inh = PfG6PD enzyme inhibitors, primary screen, biochemical, fluorescence intensity, uHTS; glucose-6-phosphate dehydrogenase-6-phosphogluconolactonase (Plasmodium falciparum 3D7); 350,000 compounds, 0.78% hits; PfGluPho enzyme, NADPH resazurin-diaphorase fluorescence; AID 504690, 2011; inhibition, % at 20 µM;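 active = inhibition reaching at least a set limit at 20 µM in the primary screen, cut at about 59% in these data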;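 also: 0% = DMSO wells with substrate and 100% = DMSO wells lacking glucose-6-phosphate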
# beta cell repl = inducers of MIN6 beta-cell proliferation, primary screen, ATP luminescence, uHTS | AID 2380, 2010 | 330,000 compounds, 0.29% hits | MIN6 cells proliferation, ATPlite luminescence, 48 h; cells starved in 0.2% serum; 100% = growth in 10% serum | proliferation, % at 10 µM;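 active = compounds whose signal lies at least 3.5 SD above the mean of all wells on their plate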;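 also: 0% = DMSO-treated cells in low-serum medium and 100% = 10% serum control; some compounds called inactive have numbers as strong as hits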
# HKDC1 inhibitor = HKDC1 hexokinase inhibitors, primary screen, biochemical, fluorescence, uHTS; Q2TB90; recombinant HKDC1, G6PDH/diaphorase resazurin coupled fluorescence; inhibition, % at 20 µM; 340,000 compounds, 0.16% hits; AID 493160, 2011;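 active = inhibition above about 35% when tested at 20 µM, limit read from the data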;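 also: plate controls were DMSO wells with enzyme for no effect and DMSO wells lacking enzyme for full effect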
#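 Incubation: 90 min at room temperature in dark / Material: recombinant HKDC1 (HK5) hexokinase enzyme, produced in-house / Quantity: enzyme 5 µg/mL final / Compound: one dose of 20 µM, 1% DMSO / Reagent: glucose and ATP substrates / Buffer or medium: Tris pH 8.0 buffer with MgCl2, Tween-20, BSA, BME / Technique: resorufin fluorescence at 613 nm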
# Numbers without * were called inactive; · = not tested or not shown.
# Start of the data: the first ten compounds (preview)
SMILES,SENP6 inh,SENP1 FRET inh,SENP7 inh,UBC13 polyUb,SENP8 block-1,SENP8 block-2,PfG6PD inh,beta cell repl,HKDC1 inhibitor
Cc1ccc(CCSc2ccc(C(C)C)cc2)cn1,-2,-1,3,-7,-10,17,-2,-3,5
COc1ccc(S(=O)(=O)N2CCOCC2)cc1NC(=O)C1CCCCN1S(=O)(=O)c1ccccc1 (stereo not given),·,-2,·,·,·,-6,15,·,-2
CCOC(=O)C1(Cc2ccc(Cl)cc2)CCN(C(=O)c2cnc(C)cn2)CC1,-17,2,0,3,1,11,4,-1,-8
Cc1cc2cc3c(cc2nc1SCc1ccccn1)OCCO3,-8,-3,2,5,1,-23,-3,0,2
COc1ccc(NC(=O)CSc2nnc(C)s2)cc1S(=O)(=O)N1CCOCC1,-7,2,9,7,-11,2,1,0,-6
CSc1nsc(SCC(=O)Nc2c(C)n(C)n(-c3ccccc3)c2=O)n1,-3,-1,-7,-1,-1,15,-3,-2,-5
CC1CCCC(n2cnc3cc(C(=O)O)ccc32)C1C (stereo not given),-8,1,-11,-7,-3,33,-15,0,-2
CCOc1ccc(NC(=O)C2CCN(S(=O)(=O)c3c(C)n[nH]c3C)CC2)cc1,-11,1,1,12,1,13,-11,-3,6
Cc1ccc(NC(=O)COC(=O)CCc2ccc(S(=O)(=O)N3CCOCC3)cc2)cc1F,-5,1,-5,4,-1,11,7,0,-4
N#Cc1ccc(C(=O)NC(=S)N2CCN(C=O)CC2)cc1,-6,-1,-3,-11,-1,14,-7,-3,-6

# The listing, repeating the preview:
SMILES,SENP6 inh,SENP1 FRET inh,SENP7 inh,UBC13 polyUb,SENP8 block-1,SENP8 block-2,PfG6PD inh,beta cell repl,HKDC1 inhibitor
Cc1ccc(CCSc2ccc(C(C)C)cc2)cn1,-2,-1,3,-7,-10,17,-2,-3,5
COc1ccc(S(=O)(=O)N2CCOCC2)cc1NC(=O)C1CCCCN1S(=O)(=O)c1ccccc1 (stereo not given),·,-2,·,·,·,-6,15,·,-2
CCOC(=O)C1(Cc2ccc(Cl)cc2)CCN(C(=O)c2cnc(C)cn2)CC1,-17,2,0,3,1,11,4,-1,-8
Cc1cc2cc3c(cc2nc1SCc1ccccn1)OCCO3,-8,-3,2,5,1,-23,-3,0,2
COc1ccc(NC(=O)CSc2nnc(C)s2)cc1S(=O)(=O)N1CCOCC1,-7,2,9,7,-11,2,1,0,-6
CSc1nsc(SCC(=O)Nc2c(C)n(C)n(-c3ccccc3)c2=O)n1,-3,-1,-7,-1,-1,15,-3,-2,-5
CC1CCCC(n2cnc3cc(C(=O)O)ccc32)C1C (stereo not given),-8,1,-11,-7,-3,33,-15,0,-2
CCOc1ccc(NC(=O)C2CCN(S(=O)(=O)c3c(C)n[nH]c3C)CC2)cc1,-11,1,1,12,1,13,-11,-3,6
Cc1ccc(NC(=O)COC(=O)CCc2ccc(S(=O)(=O)N3CCOCC3)cc2)cc1F,-5,1,-5,4,-1,11,7,0,-4
N#Cc1ccc(C(=O)NC(=S)N2CCN(C=O)CC2)cc1,-6,-1,-3,-11,-1,14,-7,-3,-6
Cc1ccc(NC(=O)CSc2nn3c(=O)c(C)nnc3s2)cc1Cl,-6,-1,-12,-2,-6,2,-7,-2,-3
Cc1cc(C)c2cc(CN(Cc3cccs3)Cc3nnnn3CC3CCCO3)c(=O)[nH]c2c1 (stereo not given),-32,-1,-6,-3,-12,-37,22,0,-2
N#Cc1ccc(C(=O)N2CCN(S(=O)(=O)c3ccc(Cl)s3)CC2)cc1,2,1,0,13,1,-3,12,4,-5
O=C(c1ccccc1)c1ccc(Oc2ncccn2)cc1,-16,-2,-4,-19,-8,12,-9,0,0
Cc1ccc(N2C(=O)CN(Cc3sccc3C)C2=S)cc1C,2,0,1,-1,-8,7,13,-5,-5
O=C(NN1C(=O)NC2(CCCCC2)C1=O)c1cc(F)cc(F)c1,10,1,-3,-2,4,6,-1,-6,-5
CCOC(=O)C(Cc1c(F)cccc1F)(NC(C)=O)C(=O)OCC,-5,3,0,0,1,4,-10,0,7
O=C(COC(=O)[C@H](Cc1c[nH]c2ccccc12)NC(=O)c1cccs1)NCc1ccccc1,-24,0,-8,9,-4,6,-1,-4,-2
Cc1ccc(Cl)cc1NC(=S)N(CCCN1CCOCC1)Cc1ccccn1,-2,0,-1,-3,-6,13,-4,0,-7
CCN1C[C@@H]2[C@@H]3C(=O)N(C)C(=O)[C@@H]3[C@](CC)(C1=O)N2C(=O)c1ccc(F)cc1,·,2,·,·,·,9,3,·,-2
CCN(CC)c1ccc(/C=N/NC(=O)CNC(=O)c2ccc3c(c2)OCCO3)cc1,-2,-1,-4,4,3,-324,-2,0,-3
Cc1ccc(NC(=O)CSc2nnc(CNC(=O)c3c(F)cccc3Cl)o2)cc1,-19,-2,-4,3,-4,15,-9,-2,-5
CCOC(=O)N1CCC(NC(=O)C2CCN(S(=O)(=O)c3ccc4c(c3)oc(=O)n4C)CC2)CC1,1,1,-2,5,-7,20,-5,-1,-10
O=C(COc1ccc(S(=O)(=O)N2CCOCC2)cc1Cl)NC1CC1,-19,1,-5,-2,-7,10,-1,1,-4
Cc1cccc(N2CCN(C(=O)CCN3C(=S)NC(C)(C)CC3C)CC2)c1C (stereo not given),-12,-3,3,-2,-2,1,6,-2,-4
C#CCOCCOCCOCCNc1nc(N2CCN(C(=O)CCCCCCCCCCNC(=O)Cn3cc(CCCCCN)nn3)CC2)nc(N2CCN(C(=O)CCCCCCCCCCNC(=O)[C@H](CO)n3cc(CCCCCN)nn3)CC2)n1,-12,-1,-2,117*,-6,23,62*,-2,-7
Cn1c(SCc2ccc(C(=O)Nc3nccs3)cc2)nnc1-c1ccccc1,-9,1,6,6,-1,8,5,-5,8
CC1Cc2nc(SCC(N)=O)n(Cc3ccccc3)c(=O)c2S1 (stereo not given),-7,-2,-14,-9,-9,4,12,1,-1
CCN(CC)S(=O)(=O)c1ccc(NCc2ccccc2)nc1,-13,1,41,9,-4,10,-10,-3,-3
O=C(N[C@@H]1CCC(=O)N(CC[C@H](Sc2ccc(Br)cc2)c2ccccc2)CC1)OCc1ccccc1,0,0,-2,-1,0,8,13,-7,4
CCOc1ccc(S(=O)(=O)NC(C)C(=O)NCc2ccccn2)cc1 (stereo not given),7,0,4,0,-3,20,-9,3,-2
Cn1c(-c2ccccc2[N+](=O)[O-])[n+](C)c2ccccc21,11,0,-4,-10,-6,15,-13,-5,0
CC(=O)NC(c1cccc([N+](=O)[O-])c1)c1c(OC(C)=O)ccc2ccccc12 (stereo not given),-16,0,-7,-11,-9,19,-6,-4,1
O=S1(=O)CCN(Cc2ccccc2C(F)(F)F)CC1,-8,1,-6,9,-1,4,5,1,-4
COc1ccc(O)c(/C=N/NC(=O)CSc2nnc(C)n2-c2ccccc2)c1,1,3,-1,5,-14,-171,-36,0,-8
COc1ccc(Br)cc1/C=N/NC(=O)C(c1ccncc1)N1CCOCC1 (stereo not given),5,1,10,-4,0,-1,2,-1,-6
Clc1ccccc1OCc1nc(-c2ccc(Br)o2)no1,-4,-1,-4,13,3,15,7,-1,0
O=C1CCCN1CCCN=c1c([N+](=O)[O-])nn(-c2ccc(Cl)cc2)n1O,·,-1,·,·,·,30,3,·,0
Cc1ccc(S(=O)(=O)N2CCCCC2)cc1C(=O)NCc1ccc(S(N)(=O)=O)cc1,-7,1,-4,-11,-3,-4,-7,0,-6
CCCCc1n[nH]c(=S)n1Cc1ccccc1,-10,0,-3,-1,-8,-3,25,2,-7

# Single records, from the list above.
# CCN(CC)S(=O)(=O)c1ccc(NCc2ccccc2)nc1 as listed: SENP6 inh = -13; SENP1 FRET inh = 1; SENP7 inh = 41; UBC13 polyUb = 9; SENP8 block-1 = -4; SENP8 block-2 = 10; PfG6PD inh = -10; beta cell repl = -3; HKDC1 inhibitor = -3
# O=C(N[C@@H]1CCC(=O)N(CC[C@H](Sc2ccc(Br)cc2)c2ccccc2)CC1)OCc1ccccc1 as listed: SENP6 inh = 0; SENP1 FRET inh = 0; SENP7 inh = -2; UBC13 polyUb = -1; SENP8 block-1 = 0; SENP8 block-2 = 8; PfG6PD inh = 13; beta cell repl = -7; HKDC1 inhibitor = 4

# The list continues.
SMILES,SENP6 inh,SENP1 FRET inh,SENP7 inh,UBC13 polyUb,SENP8 block-1,SENP8 block-2,PfG6PD inh,beta cell repl,HKDC1 inhibitor
Cc1ccccc1-c1nc(CN(Cc2c(C)nn(C)c2C)C2CC2)c(C)o1,-11,-2,4,6,-1,-8,-4,0,-7
CCOC(=O)c1cnc(-n2nc(C)cc2C)nc1Nc1ccc(OC)cc1,7,1,0,-7,6,5,35,-4,-2
CC(=O)OCCn1c(Br)nc2c1c(=O)[nH]c(=O)n2C,13,-1,-2,-10,-8,8,-10,-1,-5
O=C(c1ccc(Cn2cnnn2)cc1)N1CCCC(Nc2ccc(F)cc2)C1 (stereo not given),-9,1,-3,-9,-3,19,2,-4,-3
C[C@H](CO)N1C[C@H](C)[C@@H](CN(C)Cc2ccncc2)Oc2c(NC(=O)c3ccncc3)cccc2C1=O,0,2,3,5,-3,8,-11,-3,-9
Cc1ccc2cc(/C=N/Nc3ccc(C(=O)O)cc3)c(Cl)nc2c1,-25,-40,-7,-13,-3,-446,9,-6,2
CCOC(=O)c1cn(C2CC2)c2c(F)c(NCCCN(C)C)c(F)cc2c1=O,-7,4,-11,26,-5,-411,0,-3,-5
Cc1ccc(S(=O)(=O)N2CCN(CC(=O)Nc3ccc([N+](=O)[O-])cc3)CC2)cc1C,-13,2,-7,-11,-6,29,10,-3,-1
O=C(CSc1n[nH]c(=O)[nH]c1=O)c1cccc([N+](=O)[O-])c1,-2,1,3,3,8,6,-30,0,7
Cc1ccc(S(=O)(=O)N(CC(=O)NCCSC2CCCCC2)c2ccccc2F)cc1,-19,3,2,-13,-11,10,5,-3,-8
O=C(Nc1ccccc1-c1ccccc1)c1cccc(C(F)(F)F)c1,10,4,4,-9,-2,16,-8,3,-3
CN1CCN(CC(O)COC(c2ccc(Cl)cc2)c2ccc(Cl)cc2)CC1 (stereo not given),-1,2,-9,12,-9,19,-2,-7,1
c1ccc(COc2ncnc3c2ncn3CCCN2CCN(c3ccccn3)CC2)cc1,·,0,·,·,·,-7,11,·,-7
C=C(C)CNC(=S)N/N=C(\C)c1ccc(-n2ccnc2)cc1,-8,1,9,0,7,22,6,-3,-2
CCS(=O)(=O)n1nc(-c2ccccc2)nc1SC,-28,2,-14,0,-4,-7,-5,1,-2
COc1cc(OC)cc(C(=O)N2CCN(Cc3ccccc3C(F)(F)F)CC2)c1,-8,0,-10,7,-2,12,1,-4,12
